Screening data: PubChem, several laboratories
NR2F2 inh: NR2F2 (human) inhibition, primary screen; 370,000 compounds, 0.7% hits; HEK293T NGFI-A luciferase reporter, luminescence; AID 686940; inhibition, % at 8.6 µM; P24468;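 active = inhibition above a per-plate cutoff, mean inhibition of test wells between control levels plus 3 SD, cut at about 38% in these data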;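 note: cells cotransfected with COUP-TFII expression vector driving the NGFI-A reporter; 0% = median of COUP-TF2 test wells and 100% = reporter-only cells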
NR5A2 inv ag: suppresses constitutive activity of human LRH-1; HEK293T StAR-luciferase reporter, LRH-1 transfected, 24 h; inhibition, % at 3.6 µM; O00482; 360,000 compounds, 0.13% hits; AID 602396;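 active = inhibition above the mean inhibition of all tested compounds plus 3 SD, cut at about 73% in these data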;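 note: 0% = DMSO wells and 100% = reporter-only cells lacking LRH-1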
EBV LMP1 NFkB: inhibitors of Epstein-Barr LMP1-induced NF-kappaB reporter; 350,000 compounds, 0.69% hits; LMP1-induced NF-kappaB luciferase reporter cells, luminescence; inhibition, % at 12.5 µM; in the data active = inhibition above about 41%; inconclusive = no clear call, values can overlap the other calls;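 note: 0% = neutral control wells and 100% = reference inhibitor control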
TLR9-MyD88 inh: TLR9-MyD88 interaction inhibition | Q9NR96+Q99836 | CHO BLA complementation TLR9-MyD88, CCF4 FRET ratio | inhibition, % at 4.98 µM | 340,000 compounds, 0.21% hits | AID 504734;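 active = inhibition above the mean over all tested compounds plus 3 SD, cut at about 21% in these data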;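 note: 0% = DMSO only wells and 100% = clavulanate BLA inhibitor control wells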
Vif inh: HIV Vif inhibition; 340,000 compounds, 0.35% hits; HEK293T cells, Vif self-association by quenched fluorescence, imaging, 24 h; AID 602346; inhibition, % at 7.49 µM; in the data active = inhibition above about 50%, passing the limit was not always enough; inconclusive = no clear call, values can overlap the other calls; inactive = below about 31%; note: some results filed as inactive read as strong as hits
NOD2 RIPK2 PPI: NOD2-RIPK2 protein interaction inhibition. CHO BLA complementation NOD2-RIPK2, CCF4 ratio. O43353. inhibition, % at 4.98 µM. 360,000 compounds, 0.38% hits; in the data active = inhibition above about 21%;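 note: 0% = vehicle only and 100% = reference blocker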
C8 TRAIL sens: sensitizes caspase-8 expressing cells to TRAIL; AID 624354; inhibition (viability loss, TRAIL sensitization), % at 10 µM; 360,000 compounds, 1% hits; NB7+C8 cells + TRAIL, ATPlite viability luminescence;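 active = compounds causing at least 50% loss of cell viability in the single-dose screen, relative to plate controls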
NCOA3 inh: human NCOA3 inhibition | Q9Y6Q9 | HEK293 GAL4-SRC3 luciferase reporter, luminescence | inhibition, % at 3.6 µM | 360,000 compounds, 0.17% hits;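 active = inhibition above a per-campaign cutoff, the mean of all compounds plus 3 SD, cut at about 60% in these data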;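 note: 0% = DMSO-treated cells and 100% = gossypol-treated cells at 36 µM; higher means less SRC3-driven luciferase light from the GAL4 reporter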
SRC1 inh: inhibits human SRC1 coactivator | 360,000 compounds, 0.12% hits | inhibition, % at 3.6 µM | Q15788 | HEK293 GAL4-SRC1 luciferase reporter, luminescence;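 active = inhibition above the campaign mean plus 3 SD, with each screening campaign given its own cutoff, cut at about 60% in these data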;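 note: 0% = DMSO treated cells and 100% = gossypol at 36 µM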
SRC2 inh: inhibits human steroid receptor coactivator 2 | Q15596 | HEK293 GAL4-SRC2 luciferase reporter, luminescence | inhibition, % at 9 µM | 370,000 compounds, 0.17% hits | AID 651957;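 active = inhibition above the mean inhibition of all tested compounds plus 3 SD, set per campaign, cut at about 52% in these data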;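 note: 0% = DMSO treated cells and 100% = cells given Gossypol at 36 µM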
TROY signal inh: TROY signaling inhibition. inhibition, % at 10 µM. Q293 LMP1-TROYcd NF-kB luciferase reporter, 4 h. 360,000 compounds, 0.98% hits. AID 1347056;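 active = compounds whose plate-normalised and pattern-corrected inhibition of the luciferase reporter signal at the single screening dose is 50% or more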
* marks the source's active call; other numbers are inactive results; u = inconclusive; x = not tested or not shown.

SMILES	NR2F2 inh	NR5A2 inv ag	EBV LMP1 NFkB	TLR9-MyD88 inh	Vif inh	NOD2 RIPK2 PPI	C8 TRAIL sens	NCOA3 inh	SRC1 inh	SRC2 inh	TROY signal inh
CC(=O)c1ccc(N2CCN(C(C)C(=O)NC3CCCc4ccccc43)CC2)cc1 (centres undefined)	-21	-8	7	-2	-5	-2	21	-3	18	10	6
CCCOC(=O)CSC1=C(C#N)C(c2ccc3c(c2)OCO3)CC(=O)N1 (centres undefined)	-5	9	-4	9	u	-3	-1	-11	8	-16	2
O=C(NCc1ccccc1)c1ccc2c(c1)S(=O)(=O)c1cc(Cl)ccc1C2=O	-12	23	0	-5	x	-3	-6	-21	-8	-19	-8
CC(=O)c1c(C)[nH]c(C(=O)Nc2ccc(C)c(S(=O)(=O)N(C)C)c2)c1C	-84	-134	-19	4	7	7	11	-82	-114	-50	-40
O=C(NC1CCCCCCC1)c1ccc(S(=O)(=O)N2CCCC2)cc1	-2	-4	-22	-1	2	-2	0	23	-3	-1	-2
COc1ccc(NC(=O)CC2CCCC2)cc1OC	-7	-19	-15	-1	7	-2	-8	6	-6	-3	-12
C=CCC(C)(NCc1ccccc1)c1ccc(C)cc1 (centres undefined)	9	-12	12	-2	0	2	-7	11	8	-32	19
CCOC(=O)Cc1csc(NS(C)(=O)=O)n1	-12	7	-2	-3	3	-44	-2	16	6	-1	-28
Cc1cc(Cl)ccc1OCC(=O)OCC(=O)Nc1cccnc1Cl	-12	5	2	-2	3	-3	-13	2	5	6	0
CC(C)c1ccc(-n2nc3ccc(N)cc3n2)cc1	-32	-95	-30	0	-3	-14	68*	-66	-88	-60	5

Whole records, looked up by structure. Screens in order: NR2F2 inh	NR5A2 inv ag	EBV LMP1 NFkB	TLR9-MyD88 inh	Vif inh	NOD2 RIPK2 PPI	C8 TRAIL sens	NCOA3 inh	SRC1 inh	SRC2 inh	TROY signal inh
COc1ccc(NC(=O)CC2CCCC2)cc1OC across the screens: -7	-19	-15	-1	7	-2	-8	6	-6	-3	-12
CCCOC(=O)CSC1=C(C#N)C(c2ccc3c(c2)OCO3)CC(=O)N1 (centres undefined) across the screens: -5	9	-4	9	u	-3	-1	-11	8	-16	2
C=CCC(C)(NCc1ccccc1)c1ccc(C)cc1 (centres undefined) across the screens: 9	-12	12	-2	0	2	-7	11	8	-32	19
CC(=O)c1c(C)[nH]c(C(=O)Nc2ccc(C)c(S(=O)(=O)N(C)C)c2)c1C across the screens: -84	-134	-19	4	7	7	11	-82	-114	-50	-40

Other compounds.
SMILES	NR2F2 inh	NR5A2 inv ag	EBV LMP1 NFkB	TLR9-MyD88 inh	Vif inh	NOD2 RIPK2 PPI	C8 TRAIL sens	NCOA3 inh	SRC1 inh	SRC2 inh	TROY signal inh
CCCC(=O)N=c1sc2cccc(F)c2n1C	1	6	-15	5	-4	4	13	-31	-10	1	-44
O=C(c1cccc(F)c1)N1CCN(c2ccc([N+](=O)[O-])c3cccnc23)CC1	12	-2	8	1	-1	3	-4	-7	-4	7	-28
CN(C(=O)COC(=O)C(Cc1ccccc1)NC(=O)c1ccccc1)c1ccccc1 (centres undefined)	0	-37	-2	-16	24	-7	2	-5	2	5	10
Cc1nc2ccccc2c2oc(C(=O)N3CCN(C4CCCCC4)CC3)cc12	42*	-41	-24	-5	3	-15	16	2	-7	-1	14
COc1ccc(O)c(C(=O)CC(=O)c2cccnc2)c1	-60	-131	-15	-6	-4	6	21	-97	-101	-89	-53
CC1(C)Cc2[nH]c3ccccc3c2C(C)(C)N1	-2	4	2	-2	5	6	3	-1	-2	-9	-1
CCCCn1c(-c2cc(Cl)ccc2OC)n[nH]c1=S	14	22	5	4	2	-4	3	4	14	23	2
CCc1nc(N2CCN(C(C)=O)CC2)c2c3c(sc2n1)CCCC3	19	19	-4	-4	-14	6	23	-29	-17	2	15
COc1ccc(C2=Nc3ccccc3N(C(=O)c3cccnc3)C2C(=O)NC2CCCC2)cc1 (centres undefined)	-27	-2	x	x	x	2	-16	x	x	-3	x
Cc1ccc(S(=O)(=O)NCC(=O)N(CC(=O)NCc2ccccc2)CC2CCCO2)cc1 (centres undefined)	-1	-12	5	8	-3	-6	-7	-6	-14	8	5
O=c1c2sccc2n(Cc2ccc(F)cc2)c(=O)n1-c1ccc(F)cc1	-7	10	-2	-13	1	5	-1	-18	10	0	11
C[C@H](CO)N1C[C@H](C)[C@@H](CN(C)S(C)(=O)=O)OCc2cnnn2CCCC1=O	7	-18	-3	-5	1	-6	-13	10	3	-6	-10
CCOC(=O)c1c(C)oc2ccc(OCC(N)=O)cc12	-15	-17	-16	-2	-3	0	-5	23	18	20	-9
CC(=O)c1c(C)[nH]c(C(=O)COC(=O)c2c(-c3ccccc3)noc2C)c1C	-2	12	2	10	1	12	0	3	-3	-3	11
COc1ccc2c(CN(Cc3ccccc3)Cc3ccccc3)cc(=O)oc2c1	-25	-9	x	x	x	-6	-14	17	9	-15	-11
COc1ccc(NC(=O)CCC(=O)Nc2ccc3nc(N4CCOCC4)cc(C)c3c2)c(OC)c1	5	-7	-22	0	-9	-4	27	-17	-9	-18	-2
O=C(/C=C/c1ccccc1)NC(N1CCOCC1)C(Cl)(Cl)Cl (centres undefined)	-4	-3	7	4	-6	-9	0	-24	-25	-8	-52
Cc1cc(Cl)ccc1OC(C)C(=O)NN=C1CCCCCC1 (centres undefined)	-5	15	-1	2	1	-1	15	3	4	-8	12
C/C(=N\NC(=O)c1ccoc1C)c1ccccc1	-25	-136	x	x	-1	-2	6	-67	-117	-62	49
C=CCNc1nc(N)c([N+](=O)[O-])c(Nc2cccc(Cl)c2)n1	-13	9	-1	7	21	-3	11	5	22	11	19
COc1cc(=O)oc(CCC(C)O)c1C (centres undefined)	9	-3	10	1	6	5	-19	-19	2	-17	-6
Cc1ccc(S(=O)(=O)N(C)C)cc1NC(=O)c1ccc2ccccc2n1	-12	-8	-2	1	1	-10	12	-20	-20	-66	-6
O=C(Cc1ccccc1)Nc1ccc2oc(-c3cccnc3)nc2c1	4	-32	-16	3	8	8	-9	3	-27	-38	-44
CCCc1nnc2n1N=C(c1ccc(C)cc1)CS2	7	23	11	2	-2	0	18	14	-27	2	3
O=C(O)C1CCCCC1C(=O)NCCCCc1ccccc1 (centres undefined)	-6	10	2	-2	1	-8	-4	10	-4	-23	1
CCSc1nc2ccccc2n1CC(=O)OC	12	-2	4	-2	-2	-9	-1	15	-55	14	-6
O=C(Nc1ccc(Cl)cc1)N1CCCN(c2ccc(C(F)(F)F)cc2[N+](=O)[O-])CC1	8	5	-14	5	-5	-4	0	12	9	20	27
CCOC(=O)N1CCN(c2ccnc3cc(Cl)ccc23)CC1	-1	-3	34	-5	1	6	7	10	-6	16	6
CC(=O)N1CCOCCOCCN(C(C)=O)CCOCC1	13	-14	4	0	11	3	6	13	-10	-16	7
Cn1c2c(c(=O)n(C)c1=O)C(c1ccc(C(F)(F)F)cc1)CC(=O)N2 (centres undefined)	-8	-14	2	-8	16	9	7	-11	6	-30	-8
Cc1cc(C)cc(OCC(=O)Nc2ccncc2)c1	14	6	2	5	-11	-5	5	-3	-2	-2	11
O=c1[nH]c(=O)n(Cc2ccco2)c2c1C(C(F)(F)F)(C(F)(F)F)N=C(C1CCCCC1)N2	16	9	6	-9	12	6	-9	16	-16	-17	4
Cc1ccc(NC(=O)CN2CCC(NC(=O)Cc3ccccc3)CC2)c(C)c1	1	16	-8	-9	-18	-6	8	6	-2	-14	8
COc1ccc(C(=O)OC(C)CN2CCOCC2)cc1 (centres undefined)	5	-17	2	-8	-3	-1	-13	-17	-71	-14	-19
COc1ccc(N2CCN(CCCNC(=O)c3ccc(CS(=O)(=O)c4ccc(Cl)cc4)o3)CC2)cc1	7	3	6	-2	2	0	-36	-4	8	1	2
COC(=O)c1c(C)[nH]c(C(=O)C(C)OC(=O)C2CC2C)c1C (centres undefined)	-17	-4	-10	-4	16	4	2	-5	0	3	2
CCCS(=O)(=O)Nc1ccc2cn[nH]c2c1	6	19	2	7	20	-7	-11	12	1	21	8
O=C(c1ccc(N2CCCC2)c([N+](=O)[O-])c1)N1CCN(S(=O)(=O)c2ccccc2)CC1	15	-2	-2	-4	-2	3	-2	3	-2	-23	16
N#CC(C#N)=Cc1ccc(OC(=O)c2ccccn2)cc1	-11	-1	-4	10	x	-5	7	15	9	-35	32
CN(Cc1ccncc1)C1CC(=O)N(c2ccc(Cl)cc2)C1=O (centres undefined)	11	11	-6	-9	6	-16	-6	13	-1	2	0

Just TROY signal inh (5 entries from above):
| Molecule | TROY signal inh |
| --- | --- |
| Cc1cc(C)cc(OCC(=O)Nc2ccncc2)c1 | 11 |
| O=c1[nH]c(=O)n(Cc2ccco2)c2c1C(C(F)(F)F)(C(F)(F)F)N=C(C1CCCCC1)N2 | 4 |
| Cc1ccc(NC(=O)CN2CCC(NC(=O)Cc3ccccc3)CC2)c(C)c1 | 8 |
| COc1ccc(C(=O)OC(C)CN2CCOCC2)cc1 (centres undefined) | -19 |
| COc1ccc(N2CCN(CCCNC(=O)c3ccc(CS(=O)(=O)c4ccc(Cl)cc4)o3)CC2)cc1 | 2 |

Later entries:
SMILES	NR2F2 inh	NR5A2 inv ag	EBV LMP1 NFkB	TLR9-MyD88 inh	Vif inh	NOD2 RIPK2 PPI	C8 TRAIL sens	NCOA3 inh	SRC1 inh	SRC2 inh	TROY signal inh
COc1ccc(CCC(=O)OCC(=O)Nc2sccc2C(N)=O)cc1	14	1	2	-15	5	-21	17	-15	-18	-10	16
COc1ccc(OC(=O)c2cnc3n(c2=O)CCS3)cc1	15	-4	-5	5	-3	-11	-6	12	2	-9	-21
CCCOc1ccc(CN2CCOCC2)cc1OC	-19	0	-1	0	2	6	14	4	0	-24	-6
Cc1cccc[n+]1CC(=O)/C=C1\N(C)c2ccccc2C1(C)C	33	40	18	5	0	-4	32	45	39	8	15

Not all compounds are listed (hit frequency here may not be typical).
